Giardia killer: kills Giardia lamblia; activity change, % at 7.66 µM, hits read low; Giardia lamblia trophozoite viability; 340,000 compounds, 0.15% hits; in the data active = activity change below about -80%; inconclusive = between about -30% and that limit;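 note: parasites exposed to compound for two days anaerobically before the ATP read; % is set by controls: 0 for no effect and ±100 for the full control effect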
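Anaerobic 48 hrs incubation at 37 deg C of 100 trophozoites/well with test compounds; ATPLite 1-Step luminescence, 15-30 min RT, reports cellular ATP as viability.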
KCNH2 3.1 block: blocks the human KCNH2 3.1 channel isoform. U2OS KCNH2 3.1, thallium flux FluxOr; hits give low values. AID 720553. 340,000 compounds, 0.95% hits. activity change, % (tested at about 1.8 µM);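 active = maximum activity change below -70%; inconclusive = maximum activity change from -70% to -50%; inactive = maximum activity change above -50%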;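 note: thallium influx rate constant from kinetic fluorescence after stimulation buffer; % is set by controls: 0 for no effect and ±100 for the full control effect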
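Thallium flux via FluxOr fluorescence (Red40 quencher, 45 min loading) in U2OS cells virally expressing the KCNH2 3.1 isoform (1.77 x 10^8 /mL virus, overnight at 37 C). Rate constants from 2-min kinetic reads post-stimulation, normalised to positive and negative controls.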
Rab9 prom act: Rab9 promoter activation | Potency, µM (doses to about 9.22 µM), inactives show at the highest dose activation, negative = inhibition, usual class: activators | AID 485297 | 320,000 compounds, 2.8% hits | Huh7 Rab9 promoter-luciferase reporter, luminescence, 24 h; note: potency is the fitted concentration of half-maximal effect; % of control where 0% means no effect; nearly all actives have a fitted effect of over 60% in size
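Promoter activation is measured as luciferase luminescence in Huh7 cells stably transfected with a Rab9 promoter–luciferase construct, following 24 h compound exposure at 37 °C and 10 min reagent incubation at ambient temperature.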
Tb PFK block: blocks T. brucei phosphofructokinase; O15648; T. brucei PFK, ADP-Glo luminescence; Potency, µM (doses to about 57.5 µM), for inactives: at the top dose activity, negative = inhibition, hits mostly inhibitors; 330,000 compounds, 0.17% hits; AID 485367;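 note: potency is the fitted concentration of half-maximal effect; 0% = uninhibited 1x PFK enzyme wells and -100% = no-enzyme wells; nearly all actives have a fitted effect of over 60% in size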
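In TEA buffer at pH 8.0 with 5 mM MgCl2, enzyme (1.25 nM) converted F6P (0.5 mM) and ATP (0.1 mM) for 45 min at room temperature. ADP product was read by luciferase luminescence.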
NPC1 prom act: activators of NPC1 promoter; Potency, µM (top dose mostly 9.22 µM), for the others: top-dose activation, usual class: activators; 320,000 compounds, 2.4% hits; AID 485313; Huh7 NPC1 promoter luciferase reporter, 24 h;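 note: potency is the fitted concentration of half-maximal effect; % of control where 0% means no effect; nearly all actives have a fitted effect of over 60% in size; reporter is driven by a mutant NPC1 promoter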
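Quantitative HTS used a cell-based reporter: Huh7 cells stably bearing the NPC1 promoter upstream of luciferase were treated with compounds for 24 h, and promoter activation was read as luminescence.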
Coupling enz: coupling enzyme interference in Giardia aldolase counter-screen | coupling enzyme system counterscreen, AmpLite Red fluorescence | activity change, negative = inhibition, % at 58.2 µM, hits read low | 290,000 compounds, 0.67% hits; in the data active = activity change below about -30%; note: % is set by controls: 0 for no effect and ±100 for the full control effect
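First, compound is pin-transferred into glyceraldehyde-3-phosphate coupling-enzyme reagent at 57.5 uM final and held 10 min at RT. Next, substrate, coupling system and AmpLite Red are added. After 20 min RT, fluorescence (525/598 nm) is read.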
ELG1 genotox: genotoxicity induction in ELG1-luciferase HEK293T cells; HEK293T ELG1-luciferase reporter, luminescence, 16 h; Potency, µM (series often up to 46 µM), without a hit: at the top dose activity change, positive = activation, actives largely listed as activators; 330,000 compounds, 1.3% hits; AID 504466; note: potency is the fitted concentration of half-maximal effect; % of control where 0% means no effect; nearly all actives have a fitted effect of over 60% in size
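ELG1-luciferase HEK293T cells, 2,000/well; compound pinned in; 16 hr, 37 °C, 5% CO2; ONE-Glo, 30 min RT; luminescence on CCD imager.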
VP16 counter: Gal4-VP16 reporter inhibition counter-screen; 310,000 compounds, 3.5% hits; AID 2546; Potency, µM (titrated, usually from 53.6 µM), for the others: at the highest dose activity, negative = inhibition, usual class: inhibitors; Drosophila S2 Gal4-VP16 UAS-luciferase, luminescence, 20 h;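 note: Gal4-VP16 expression switched on by copper sulfate through the metallothionein promoter; potency is the fitted concentration of half-maximal effect; % is set by controls: 0 for no effect and ±100 for the full control effect; nearly all actives have a fitted effect of over 50% in size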
uPA generation: blocks generation of uPA at the cell surface | cell surface uPA generation assay, qHTS | Potency, µM (titrated, usually from 38.3 µM), for the others: at the top dose activity change, negative = inhibition, hits mostly inhibitors | 330,000 compounds, 0.31% hits | AID 540303; active = well fitted inhibition curve with a large enough effect; inconclusive = small, poorly fitted or top-dose-only effect; inactive = no such curve, though single readings can be large or run the other way; tested in mouse RAW 264.7 cells; note: potency is the fitted concentration of half-maximal effect; % is set by controls: 0 for no effect and ±100 for the full control effect; nearly all actives have a fitted effect of over 55% in size
FLuc counter: counter-screen for miR-21 project: firefly luciferase inhibitors or activators | 360,000 compounds, 6.9% hits | Potency, µM (series often up to 57.5 µM), without a hit: at the top dose activity change, negative = inhibition, most hits filed as inhibitors | P08659 | purified FLuc, Km substrates, luminescence inhibition | AID 588342;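 note: potency is the fitted concentration of half-maximal effect; plate controls were vehicle for no effect and reference inhibitor for full effect; nearly all actives have a fitted effect of over 55% in size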
Target sequence (P08659 whole entry, looked up): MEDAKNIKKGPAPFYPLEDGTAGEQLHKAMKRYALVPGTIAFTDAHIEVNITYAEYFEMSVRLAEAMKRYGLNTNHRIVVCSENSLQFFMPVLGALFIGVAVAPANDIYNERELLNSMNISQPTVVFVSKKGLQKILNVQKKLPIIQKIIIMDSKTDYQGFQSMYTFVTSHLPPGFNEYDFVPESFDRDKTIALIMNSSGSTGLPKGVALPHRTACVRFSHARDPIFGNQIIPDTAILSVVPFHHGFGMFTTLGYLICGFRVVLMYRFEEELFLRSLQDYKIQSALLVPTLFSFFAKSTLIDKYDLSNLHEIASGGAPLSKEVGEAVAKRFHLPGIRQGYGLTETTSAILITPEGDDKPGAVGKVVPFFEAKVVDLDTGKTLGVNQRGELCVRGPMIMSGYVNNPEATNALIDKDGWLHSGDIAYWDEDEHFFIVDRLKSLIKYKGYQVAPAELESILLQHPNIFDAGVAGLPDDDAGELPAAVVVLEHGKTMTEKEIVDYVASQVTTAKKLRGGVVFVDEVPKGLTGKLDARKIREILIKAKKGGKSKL
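Purified P. pyralis luciferase (10nM final) with 10uM D-luciferin and 10uM ATP (Km levels) in 50mM Tris acetate pH 7.5, 10mM Mg acetate, 0.01% Tween-20, 0.05% BSA; qHTS 6-point titration, ~60 µM downward; luminescence read.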
RORgamma inh: blocks mouse ROR gamma transcriptional activity | AID 2551 | 310,000 compounds, 5.4% hits | Drosophila S2 Gal4-RORgamma UAS-luciferase reporter, 20 h | Potency, µM (highest dose often 53.6 µM), for the others: top-dose activity change, negative = inhibition, actives largely listed as inhibitors | P51450; note: potency is the fitted concentration of half-maximal effect; % is set by controls: 0 for no effect and ±100 for the full control effect; nearly all actives have a fitted effect of over 60% in size
Target sequence (P51450 whole entry, looked up, the tested form may be a part): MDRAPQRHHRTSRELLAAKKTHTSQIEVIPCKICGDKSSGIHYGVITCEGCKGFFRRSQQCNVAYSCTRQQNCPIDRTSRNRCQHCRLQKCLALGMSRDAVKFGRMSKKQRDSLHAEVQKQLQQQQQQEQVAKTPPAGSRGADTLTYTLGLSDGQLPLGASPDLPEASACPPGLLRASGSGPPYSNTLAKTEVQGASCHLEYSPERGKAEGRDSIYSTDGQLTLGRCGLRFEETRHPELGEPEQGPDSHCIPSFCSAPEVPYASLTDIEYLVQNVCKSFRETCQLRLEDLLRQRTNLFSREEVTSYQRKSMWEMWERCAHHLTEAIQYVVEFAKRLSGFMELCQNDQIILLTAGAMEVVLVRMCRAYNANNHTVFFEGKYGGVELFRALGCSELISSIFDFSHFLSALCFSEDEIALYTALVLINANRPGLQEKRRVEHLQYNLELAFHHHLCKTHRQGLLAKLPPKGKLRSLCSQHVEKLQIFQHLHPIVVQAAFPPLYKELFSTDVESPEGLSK
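Drosophila S2 cells stably expressing Gal4-DBD/mouse RORγ fusion under metallothionein promoter plus UAS-luciferase; compound 1 h, then 700 uM CuSO4 induction for 20 h at ambient temperature; inhibition read as reduced luminescence.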
* = called active by the depositor; ? = inconclusive; · = not tested or not shown; [ ] = another dose, or the depositor's remark. Unless noted, calls come from the whole dose curve; as a rule, active = well fitted curve in the direction sought with a large enough effect; inconclusive = small, poorly fitted or top-dose-only effect, or another doubt; inactive = no such curve, though single readings can be large; an effect the other way counts as inactive or inconclusive. Not a hit list; about 14% have a hit in one of these screens.

item	SMILES	Giardia killer	KCNH2 3.1 block	Rab9 prom act	Tb PFK block	NPC1 prom act	Coupling enz
1	NS(=O)(=O)c1ccc(CCNC(=O)CNC(=O)c2ccccc2F)cc1	7	-48	3%	3%	0%	0
2	CC1CCN(CCOCCSc2ccc(Cl)cc2)CC1	-4	-49	-9%	-2%	-2%	-1
3	Cc1ccc(CNC(=O)CSc2nc3ccccc3c(=O)n2CC2CCCO2)cc1 (stereo unspecified)	-6	0	·	0%	·	·
4	O=C(COC(=O)c1oc2ccccc2c1CSc1ccc(Cl)cc1)NC1CCCC1	-8	-21	-3%	5%	-4%	-1
5	Cc1cccc(NC(=O)/C=C/c2cccs2)n1	-8	6	2.5µM*	?	2.8µM*	-10
6	COc1ccc(N(CC(=O)NC2CCCCC2)S(=O)(=O)c2c(C)[nH]c(=O)[nH]c2=O)cc1	-4	4	-13%	-8%	1%	3
7	O=C(CCNS(=O)(=O)c1ccccc1C(F)(F)F)N1CCN(S(=O)(=O)c2cccc(Cl)c2)CC1	-5	-2	1%	-1%	2%	·
8	Cc1cccc(NC(=S)N2CCN(c3ccc(F)cc3)CC2)c1	-20	-9	-6%	1%	-4%	3
9	C[C@H](CO)N1C[C@H](C)[C@@H](CN(C)S(=O)(=O)c2ccccc2)Oc2ccc(NS(=O)(=O)c3cccs3)cc2C1=O	-17	-22	·	-1%	·	·
10	Cc1cc(C)n2nc(C(=O)N/N=C/c3ccccc3C)nc2n1	-12	-1	-1%	3%	0%	2
11	COCCNC(=O)CN1CCC(NC(=O)c2ccco2)CC1	-12	-6	-3%	3%	-9%	1
12	COc1ccc(NC(=O)CCNS(=O)(=O)c2cc(Br)cnc2N)c(OC)c1	-3	-3	-3%	-1%	-2%	·

item	ELG1 genotox	VP16 counter	uPA generation	FLuc counter	RORgamma inh
1	-36%	12%	-1%	1%	-1%
2	-9%	2%	?	1%	-28%
3	-1%	·	0%	·	·
4	0%	3%	?	3%	42%
5	?	22µM*	-8%	4.8µM*	?
6	-2%	1%	-3%	1%	7%
7	-18%	·	10%	6%	·
8	-3%	?	-2%	3%	8.9µM*
9	2%	·	-8%	·	·
10	-1%	0%	6%	-12%	7%
11	2%	?	0%	2%	13µM*
12	-4%	-5%	-6%	0%	6%

Part of the list above in order of SMILES length, low to high.
item	SMILES	Giardia killer	KCNH2 3.1 block	Rab9 prom act	Tb PFK block	NPC1 prom act	Coupling enz
5	Cc1cccc(NC(=O)/C=C/c2cccs2)n1	-8	6	2.5µM*	?	2.8µM*	-10
8	Cc1cccc(NC(=S)N2CCN(c3ccc(F)cc3)CC2)c1	-20	-9	-6%	1%	-4%	3
1	NS(=O)(=O)c1ccc(CCNC(=O)CNC(=O)c2ccccc2F)cc1	7	-48	3%	3%	0%	0

item	ELG1 genotox	VP16 counter	uPA generation	FLuc counter	RORgamma inh
5	?	22µM*	-8%	4.8µM*	?
8	-3%	?	-2%	3%	8.9µM*
1	-36%	12%	-1%	1%	-1%

(further entries)
item	SMILES	Giardia killer	KCNH2 3.1 block	Rab9 prom act	Tb PFK block	NPC1 prom act	Coupling enz
13	CCOc1ccccc1-c1nc(CN2CCN(C(=O)c3ccco3)CC2)c(C)o1	-8	-1	3%	5%	-1%	0
14	Cc1ccc(C(C(=O)NC2CCCC2)N(Cc2ccc3c(c2)OCO3)C(=O)c2snc(C(N)=O)c2N)cc1 (stereo unspecified)	8	-10	-2%	5%	-5%	-7
15	COc1ccc(CCNc2ccc(N3C(=O)CC(C)C3=O)cc2[N+](=O)[O-])cc1 (stereo unspecified)	17	18	-2%	10%	-3%	-1
16	Cc1ccc(CCNC(=O)C2CCCN(S(=O)(=O)c3c(C)noc3/C=C/N(C)C)C2)cc1 (stereo unspecified)	-16	-34	-4%	2%	-2%	-2
17	O=C1c2ccccc2CCC12N=NCC2c1ccccc1 (stereo unspecified)	20	-2	-5%	4%	-5%	3
18	CC(=O)c1c(C)[nH]c(C(=O)COc2ccc3ccc(=O)oc3c2)c1C	-12	1	-1%	-4%	6%	·
19	O=C(CSc1nnc2scc(-c3ccccc3)n12)c1ccc2c(c1)OCCO2	?	2	-7%	0%	-1%	10
20	Cn1c(C(=O)N[C@@H](Cc2ccccc2)C(=O)NCCC(=O)O)cc2cc(Cl)ccc21	15	22	-3%	7%	-5%	5
21	Cc1ccc(C)c(-c2cc(C(=O)NCc3cccs3)c3ccccc3n2)c1	3	-18	3%	5%	-2%	5
22	Cc1cccc(N2C(=O)N3[C@@H]4c5ccccc5OC[C@@H]4[C@@H](c4ccccc4)[C@@]3(C)C2=O)c1	-6	-13	1%	0%	1%	-1
23	C[C@H](CO)N1C[C@H](C)[C@@H](CN(C)Cc2ccc(Cl)c(Cl)c2)Oc2c(NC(=O)c3ccncc3)cccc2C1=O	-24	-3	·	0%	·	·
24	O=C(N=C1c2ccccc2CN1c1ccccc1)c1cccc([N+](=O)[O-])c1	12	21	1%	-7%	2%	0

item	ELG1 genotox	VP16 counter	uPA generation	FLuc counter	RORgamma inh
13	-1%	1%	-5%	6%	-29%
14	-1%	-24%	0%	0%	-1%
15	-5%	-13%	4%	0%	15%
16	2%	1%	-25%	9%	?
17	2%	4%	·	17µM*	11%
18	-33%[inhibitor]	·	-6%	7%	·
19	1%	16%	1%	0%	23%
20	0%	4%	5%	2%	-1%
21	-1%	-5%	·	2%	?
22	0%	8%	3%	0%	-24%
23	-5%	·	7%	·	·
24	-2%	10%	-3%	2%	?

Following part.
item	SMILES	Giardia killer	KCNH2 3.1 block	Rab9 prom act	Tb PFK block	NPC1 prom act	Coupling enz
25	C=C(C)C(=O)Nc1cccc(C2=NOC3(C2)C[C@H](C(N)=O)N(C(=O)CC#N)C3)c1 (stereo partly specified)	11	7	-13%	?	-8%	-4
26	Cc1c(CC(=O)N[C@@H](C)C(=O)O)c(=O)oc2cc3oc4c(c3cc12)CCCC4	-4	9	1%	2%	0%	4
27	CCCc1nc(Nc2nc3ccccc3o2)nc(C)c1C(=O)OCC	-1	7	1.8µM*	-2%	?	1
28	Cc1cccc(N2CC(c3nc4ccccc4[nH]3)CC2=O)c1 (stereo unspecified)	16	·	-12%	-7%	0%	0
29	Cc1sc2nc3ccc(N4CCCC4)nn3c(=O)c2c1C	-23	10	17%	3%	?	-1
30	Cc1cccc(C)c1NC(=O)COC(=O)Cc1ccsc1	-10	6	9%	-1%	-2%	0
31	O=C(CC1Oc2ccccc2NC1=O)NC1CC1 (stereo unspecified)	·	·	0%	-3%	-5%	1
32	COc1ccc(NC2CCCN(C(=O)CCCn3cncn3)C2)cc1OC (stereo unspecified)	-11	-6	-1%	1%	-3%	-16
33	CSc1ccccc1NC(=O)CN1c2ccccc2CC1C (stereo unspecified)	28	-5	-9%	0%	-4%	4
34	CN1CCN(CCCNC(=O)c2ccc(CSCc3cccc(Cl)c3)o2)CC1	29	-9	2%	-17%	-4%	1
35	COc1cc2c(C(=O)Nc3ccccc3F)cn(C)c(=O)c2cc1OC	-2	-4	3%	2%	-3%	0
36	CN=C(Nc1cccnc1)c1cccc(C(F)(F)F)c1	14	5	-9%	0%	-2%	0
37	Cc1[nH]c2ccccc2c1C(=O)COC(=O)C(C)C	-5	-11	-1%	3%	-2%	-3

item	ELG1 genotox	VP16 counter	uPA generation	FLuc counter	RORgamma inh
25	5%	5%	15%	-2%	4%
26	-3%	-14%	-2%	17µM*	-32%
27	?	?	·	2.7µM*	6.3µM*
28	0%	3%	1%	-1%	22%
29	2%	7%	?	12µM*	3%
30	3%	?	2%	5%	-18%
31	2%	2%	·	7%	13%
32	1%	-10%	1%	0%	-1%
33	-6%	-7%	-6%	-2%	3%
34	0%	0%	-10%	1%	18%
35	-1%	2%	1%	3%	22%
36	0%	2%	-6%	-3%	10%
37	8%	6%	·	?	6%

Exported with two lines to a compound: part of the list above.
Results follow in this order: Giardia killer | KCNH2 3.1 block | Rab9 prom act | Tb PFK block | NPC1 prom act | Coupling enz | ELG1 genotox | VP16 counter | uPA generation | FLuc counter | RORgamma inh
#27 CCCc1nc(Nc2nc3ccccc3o2)nc(C)c1C(=O)OCC
    -1 | 7 | 1.8µM* | -2% | ? | 1 | ? | ? | · | 2.7µM* | 6.3µM*
#35 COc1cc2c(C(=O)Nc3ccccc3F)cn(C)c(=O)c2cc1OC
    -2 | -4 | 3% | 2% | -3% | 0 | -1% | 2% | 1% | 3% | 22%
#26 Cc1c(CC(=O)N[C@@H](C)C(=O)O)c(=O)oc2cc3oc4c(c3cc12)CCCC4
    -4 | 9 | 1% | 2% | 0% | 4 | -3% | -14% | -2% | 17µM* | -32%
